Assay outcomes: PubChem BioAssay, National Center for Advancing Translational Sciences (NCATS)
TDP43 rescue = rescues yeast growth from TDP-43 toxicity; TDP-43 expressing yeast growth rescue, BacTiter-Glo, 24 h; hit rate 1.8% among 410,000; Potency, µM (top dose mostly 46.1 µM), for inactives: top-dose growth rescue (activation), most hits filed as activators; further: potency means the concentration at half of the fitted maximal effect; % of control where 0% means no effect; nearly all actives have a fitted effect of over 50% in size
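Readout is BacTiter-Glo luminescence of cell growth, so inhibitors register as activators. TDP-43-expressing yeast at OD600=0.02 in galactose medium, after raffinose pregrowth to mid-log, were incubated with compound for 24 hr at 30 deg C.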
FUS yeast rescue = rescues growth of FUS-expressing yeast | S. cerevisiae FUS-expressing, growth rescue, OD600, 24 h | Potency, µM (titrated, usually from 76.6 µM), for the others: top-dose growth rescue (activation), most hits filed as activators | hit rate 0.24% among 390,000 | AID 1347120;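 further: potency means the concentration at half of the fitted maximal effect; plate controls were DMSO vehicle for no effect and reference control for full effect; nearly all actives have a fitted effect of over 55% in size; some results filed as inactive show a strong effect at the top dose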
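Cultures pregrown in 2.5% raffinose medium are shifted to minimal medium containing 2% galactose to express toxic FUS. Compounds are tested at several concentrations. After 24hr at 30C, growth is quantified at 600 nm absorbance.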
Abeta rescue = compounds reversing amyloid beta toxicity in yeast; hit rate 0.063% among 410,000; yeast expressing A-beta42, growth rescue, OD600, 48 h; response scale: 0% DMSO, 100% iron-clioquinol control; Potency, µM (top dose mostly 46.1 µM), without a hit: top-dose growth rescue, hits mostly activators; further: potency means the concentration at half of the fitted maximal effect; nearly all actives have a fitted effect of over 55% in size
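Yeast A-beta toxicity model in growth medium with pinned compounds, 48 h at 30 C; growth read as absorbance at 600 nm. Normalized to FeCl3/clioquinol equimolar mix (positive) and DMSO (negative).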
D3 antag = D3 dopamine receptor (human) antagonism; P35462; hit rate 2.5% among 360,000; D3R cells, DiscoveRx beta-arrestin luminescence, antagonist mode; active compounds read low; max response, negative = inhibition, %; in the data active means max response below about -50%; inconclusive means no clear call, values can overlap the other calls; further: on the % scale 0 is the no-effect control and ±100 the full control effect; mostly tested at two doses, the higher about 12 µM
Target sequence (P35462 whole entry, looked up): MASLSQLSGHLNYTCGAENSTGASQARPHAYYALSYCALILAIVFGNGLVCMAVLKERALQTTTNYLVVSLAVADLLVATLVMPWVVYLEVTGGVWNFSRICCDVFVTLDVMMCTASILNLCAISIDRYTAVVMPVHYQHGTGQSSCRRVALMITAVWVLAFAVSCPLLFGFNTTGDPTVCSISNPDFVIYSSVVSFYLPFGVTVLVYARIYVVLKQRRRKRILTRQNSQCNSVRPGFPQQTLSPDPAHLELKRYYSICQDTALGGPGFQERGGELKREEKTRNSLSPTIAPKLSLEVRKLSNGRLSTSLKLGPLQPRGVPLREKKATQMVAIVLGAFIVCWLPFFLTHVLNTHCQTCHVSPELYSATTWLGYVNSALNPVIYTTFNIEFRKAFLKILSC
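Cells expressing the human receptor were seeded at 1500 cells/well, incubated overnight at 37 degrees C in 5% CO2, then exposed to library compounds with dopamine controls for 90 minutes at 37 degrees C before luminescent detection.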
EPAC2 antagonist = antagonists of human EPAC2; hit rate 0.18% among 360,000; Potency, µM (series often up to 114 µM), without a hit: at the highest dose activity, negative = inhibition, usual class: inhibitors; EPAC2 GEF exchange of Rap1B-BODIPY-GDP, fluorescence; Q8WZA2; further: potency means the concentration at half of the fitted maximal effect; on the % scale 0 is the no-effect control and ±100 the full control effect; nearly all actives have a fitted effect of over 45% in size; many of its hits are not listed in these tables
aSyn yeast inh = rescues yeast growth from alpha-synuclein toxicity. Yeast expressing alpha-synuclein, growth rescue, BacTiter-Glo, 24 h. Potency, µM (titrated, usually from 46.1 µM), without a hit: at the highest dose growth rescue (activation), actives largely listed as activators. hit rate 0.14% among 370,000. AID 652106; further: potency means the concentration at half of the fitted maximal effect; % of control where 0% means no effect; nearly all actives have a fitted effect of over 65% in size
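Screening used galactose-induced yeast with toxic alpha-synuclein levels, exposed to compound for 24 hr at 30 deg C. Cell growth, read with BacTiter-Glo luminescence, gave the measured signal.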
DRD3 agonist = D3 dopamine receptor (human) agonism | P35462 | D3R DiscoveRx beta-arrestin cells, luminescence, 90 min | max activation, % | hit rate 0.58% among 410,000 | AID 652048; in the data active means max activation above about 30%; further: 0% is about no effect; mostly tested at two doses, the higher about 12 µM
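Cells at 1500/well, incubated overnight, then treated with pinned compounds (dopamine as control) for 90 min at 37 degrees C. DiscoveRx reagent added for 30 - 60 minutes at room temperature; luminescence read.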
EPAC2 ag = activates human EPAC2 exchange factor; Q8WZA2; EPAC2 activation, biochemical qHTS; response scale: 100% = 6.5 mM cAMP response; Potency, µM (highest dose often 154 µM), without a hit: at the highest dose activation, most hits filed as activators; hit rate 0.079% among 360,000; AID 720711; further: potency means the concentration at half of the fitted maximal effect; nearly all actives have a fitted effect of over 50% in size
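Guanine nucleotide exchange by EPAC2 is measured as reduced fluorescence of BODIPY-GDP once it is released from 250 nM Rap1B. Plates are read kinetically for 30 min at room temperature; results are scaled to 6.5 mM cAMP.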
Starred values were filed as active, the others as inactive; ? = inconclusive; · = not tested or not shown; [ ] = dose if it differs, or a comment. Unless noted, the call rests on the fitted dose curve; in most records, active means well fitted curve in the direction sought with a large enough effect; inconclusive means small, poorly fitted or top-dose-only effect, or another doubt; inactive means no such curve, though single readings can be large; an effect the other way counts as inactive or inconclusive. Some of the compounds tested; rates above refer to the full screens.

SMILES	TDP43 rescue	FUS yeast rescue	Abeta rescue	D3 antag	EPAC2 antagonist	aSyn yeast inh	DRD3 agonist	EPAC2 ag
COc1ccc(-c2cc3c(o2)CCCC3OCCN2CCOCC2)cc1 (stereo unspecified)	28%	1%	2%	-7	3%	-5%	-4	4%
Cc1ccc(C)c(OCCC(=O)N2CCN(S(=O)(=O)c3cc(C)ccc3C)CC2)c1	?	37%	4%	-26	-2%	8%	3	-5%
CCOc1ccc(NC(=O)c2c(NC(=O)c3ccccc3F)sc3c2CCC3)cc1	2%	5%	-10%	·	·	·	-21	·
COc1ccc(S(=O)(=O)N2CCN(C(=O)N3CCOCC3)C2C)cc1 (stereo unspecified)	-12%	19%	-21%	-25	11%	-5%	-25	19%
Cc1nn(C)c(C(=O)Nc2ccn(Cc3ccccc3F)n2)c1[N+](=O)[O-]	12%	10%	-3%	-4	5%	-1%	3	7%
COc1ccc(-c2nn(-c3ccccc3)cc2/C=C/C(=O)O)cc1[N+](=O)[O-]	-8%	-4%	·	-24	-10%	-7%	-22	7%
CCOC(=O)c1[nH]cnc1C(=O)Nc1ccccn1	-1%	4%	-12%	-11	21%	-5%	-7	6%
COCC(=O)n1nc(-c2ccc(Cl)cc2)nc1NCc1ccc(F)cc1	19%	-4%	25%	11	-1%	-4%	0	2%
CC1(C)Oc2ccc(C(=O)NN)cc2NC1=O	14%	-34%	5%	2	-5%	1%	1	3%
C[C@H](NC(=O)NCc1cccs1)C(=O)O	-31%[inhibitor]	1%	1%	4	7%	-8%	-1	10%
Cc1csc2ncc(C(=O)N3CCCc4ccccc43)c(=O)n12	12%	-6%	0%	-3	10%	1%	6	-1%
COc1ccc(S(=O)(=O)N2CCC(C(=O)NCC3CCCO3)CC2)cc1C (stereo unspecified)	-5%	18%	3%	6	-2%	2%	5	8%
CC1CCC(NC(=O)CN2C(=O)NC(C)(C)C2=O)CC1 (stereo unspecified)	6%	2%	2%	23	-2%	-6%	1	-4%
Cc1ccc(-c2cn3c(n2)sc2cc(C(=O)NCCCc4ccccc4)ccc23)cc1	?	-11%	1%	·	·	·	0	·
COC(=O)[C@H](Cc1ccc(O)cc1)NC(=O)Cn1cnc2c(OCc3ccccc3)ncnc21	24%	5%	1%	18	2%	-2%	2	9%
O=S(=O)(c1ccc2c(c1)OCCO2)N1CCN(c2nc3ccccc3s2)CC1	-10%	1%	-25%	-8	-12%	5%	-7	20%
CCOC(=O)CN1N=C(/C=C/c2ccc(C)cc2)CCC1=O	14%	-3%	-1%	-13	4%	-8%	3	-9%
CC1=C(C(N)=O)C(c2ccc(Cl)cc2)NC(=O)N1 (stereo unspecified)	-2%	?	-5%	?	13%	-28%	-6	2%
CCOC(=O)C(Sc1cc(C)nc(N)n1)C(C)=O (stereo unspecified)	-9%	33%	-2%	0	12%	-2%	3	16%
C[C@H](NC(=O)c1cc2cc(Cl)ccc2n1C)C(=O)N1CCC[C@H]1C(=O)O	-17%	-20%	0%	8	1%	17%	1	2%
COc1ccc(CCNC(=O)CSc2nnnn2-c2ccccc2OC)cc1OC	-11%	-3%	-1%	?	-1%	-4%	-7	12%
Oc1c(Br)cc(Br)cc1C=Nc1cccnc1	-19%	-12%	0%	0	?	-1%	-16	2%
CCOc1cccc2cc(C(=O)NCc3ccc(OC)cc3)c(=N)oc12	-19%	·	-15%	3	3%	-7%	12	-11%
Cc1ccc2c(c1C)OC(=O)CC2(C)C	-5%	·	13%	-29	-5%	-7%	-4	15%
Cc1ccccc1CN(C)c1ccc(S(=O)(=O)N2CCN(C)CC2)cn1	17%	-12%	-7%	12	13%	3%	2	1%
CC(=O)COc1ccc2c(c1C)O/C(=C\c1ccco1)C2=O	12%	-3%	-12%	-23	11%	-4%	0	2%
O=C(Nc1ccccc1)C1CC(=O)n2ncnc2N1 (stereo unspecified)	-7%	3%	17%	-8	-3%	2%	3	-1%
COc1ccccc1CNc1nc(NCc2cccc(OC)c2OC)c2sccc2n1	5%	17%	0%	0	12%	-16%	-4	10%
Cc1cc(C)nc(NS(=O)(=O)c2ccc(N/C=C/C(=O)c3ccc(Cl)cc3)cc2)n1	-12%	·	7%	3	0%	6%	2	-3%
N#CCCN(Cc1cccnc1)C(=S)Nc1ccc(OC(F)F)cc1	-6%	-19%	-12%	-7	1%	7%	-3	-5%

Reformatted: results already given
molecule | TDP43 rescue | FUS yeast rescue | Abeta rescue | D3 antag | EPAC2 antagonist | aSyn yeast inh | DRD3 agonist | EPAC2 ag
CC(=O)COc1ccc2c(c1C)O/C(=C\c1ccco1)C2=O | 12% | -3% | -12% | -23 | 11% | -4% | 0 | 2%
O=C(Nc1ccccc1)C1CC(=O)n2ncnc2N1 (stereo unspecified) | -7% | 3% | 17% | -8 | -3% | 2% | 3 | -1%
COc1ccccc1CNc1nc(NCc2cccc(OC)c2OC)c2sccc2n1 | 5% | 17% | 0% | 0 | 12% | -16% | -4 | 10%

The listing continues:
SMILES	TDP43 rescue	FUS yeast rescue	Abeta rescue	D3 antag	EPAC2 antagonist	aSyn yeast inh	DRD3 agonist	EPAC2 ag
CCn1c(C)c(C2=CCN(S(=O)(=O)c3ccccc3)CC2)c2ccccc21	-2%	·	22%	17	6%	3%	-7	6%
COCCNC(=S)N(CCc1c(C)[nH]c2ccc(C)cc12)Cc1cccnc1	9%	-1%	-8%	-7	-8%	-5%	-2	10%
Cc1c(NS(=O)(=O)c2ccc3c(c2)n(C)c(=O)n3C)c(=O)n(-c2ccccc2)n1C	1%	-22%	2%	-21	-2%	1%	-3	4%
CCOC(=O)c1c(C)n(OC)c2ccc3c(no[n+]3[O-])c12	-19%	4%	-7%	-11	1%	-9%	6	-9%
O=[N+]([O-])c1cccc(-c2ccc(SCc3cccnc3)nn2)c1	16µM*	3%	6%	4	-8%	8%	-1	6%
COc1cccc(N2CC(C(=O)Nc3ccc(C(=O)OC(C)C)cc3)CC2=O)c1 (stereo unspecified)	7%	18%	10%	4	-8%	3%	2	8%
CC(C)C(NC(=O)OCc1ccccc1)C(=O)NC(Cc1ccc(O)cc1)C(=O)O (stereo unspecified)	-17%	8%	0%	-11	0%	-1%	8	0%
COc1cccc(NC(=O)Nc2nc(SC(C)(C)C)ns2)c1	15%	10%	8%	-1	-15%	-3%	12	15%
CC(=O)Nc1c(Cl)cc(Cl)c2c1Cc1cc(Cl)ccc1-2	-20%	9%	-9%	9	-1%	-1%	10	3%
O=C1CC(c2ccccc2)CC(O)=C1C=NCCc1ccccc1 (stereo unspecified)	17%	-1%	-10%	3	12%	5%	2	7%
O=C(NNC(=O)c1ccc(S(=O)(=O)N2CCCCC2)cc1)c1ccccc1	-1%	16%	-9%	-5	2%	-2%	-10	4%
CC(C)NC(=O)[C@@H]1CSC2c3ccccc3C(=O)N21 (stereo partly specified)	-6%	12%	-1%	-2	0%	2%	-3	14%
CC1CCCC(NC(=O)CCS(=O)(=O)c2ccc3c(c2)NC(=O)CS3)C1C (stereo unspecified)	8%	5%	13%	22	4%	0%	4	-10%
O=C(C1CC1)N1CCc2cc(S(=O)(=O)NC3CCN(Cc4ccccc4)CC3)ccc21	-31%[inhibitor]	?	-5%	-19	-5%	0%	-2	11%
CCN(CC)C(=O)Cn1cc(SCC(=O)NC2CCCCC2)c2ccccc21	23%	-22%	3%	16	-7%	-2%	4	-9%
CCc1cccc(OCC(=O)Nc2ccccc2N2CCCC2)c1	23%	26%	-14%	10	-7%	11%	-2	9%
COc1ccc(OC)c(Nc2nc(N)c([N+](=O)[O-])c(NC3CCCCC3)n2)c1	12%	-18%	-11%	6	2%	1%	1	-4%
Cc1cccc(NC(=O)c2cc3ccccc3oc2=O)c1	20%	-9%	-3%	-11	-1%	1%	2	0%
O=c1ccc(S(=O)(=O)N2CCCC2)cn1Cc1ccc(Cl)cc1Cl	13%	24%	14%	12	-16%	6%	6	7%
Cc1c(OCC(=O)Nc2cccnc2)ccc2c3c(c(=O)oc12)CCC3	?	-19%	-1%	15	1%	2%	4	0%
CC1OC(Oc2c(-c3cc(O)c(O)c(O)c3)oc3cc(O)cc(O)c3c2=O)C(O)C(O)C1O (stereo unspecified)	-12%	-8%	-24%	-15	1%	-6%	-4	12%
COc1ccc(C(=O)NNc2ncnc3c2cnn3-c2ccc(C)cc2C)cc1	13%	6%	-14%	·	·	·	-8	·
Cc1ccc(CN2CCC(CNc3ncnc4onc(-c5ccc(F)cc5)c34)CC2)cc1	8%	-6%	1%	·	·	·	-22	·
CCCOC(=O)c1cccc(NC(=O)COc2ccc([N+](=O)[O-])cc2)c1	18%	20%	11%	-14	-4%	-12%	-6	7%
O=S(=O)(c1ccc(S(=O)(=O)N2CCN(C/C=C/c3ccccc3)CC2)cc1)N1CCCC1	-4%	12%	5%	-15	5%	10%	2	-8%
O=C(NCCN1CCCC1)c1ccc2c(=O)n(CCc3ccccc3)c(=O)[nH]c2c1	6%	9%	7%	-21	-1%	1%	-5	-4%
COc1ccc(C(=O)NC(Oc2ccccc2)C(Cl)(Cl)Cl)cc1 (stereo unspecified)	5%	12%	20%	-15	-5%	5%	-1	6%
COc1ccccc1C1c2[nH]c3ccccc3c2CCN1Cc1ccc(NC(C)=O)s1 (stereo unspecified)	-2%	7%	-21%	-25	10%	1%	-8	17%
O=C(Nc1cccc2c1C(=O)NC2=O)c1ccc(S(=O)(=O)N2CCCC2)cc1	3%	21%	4%	4	-5%	0%	1	-5%
Cc1c(CCNC=O)cc(C)c2c3c(oc12)CCCC3	16µM*	·	0%	0	-3%	17%	6	4%
Cc1c(Cl)cc(C(C)C)c(O)c1CN1CCOCC1	4%	·	9%	-4	-24%	?	7	-5%
COc1ccc(OC)c(/C=C/C(=O)N2CCCc3ccccc32)c1	?	29%	14%	13	?	12%	-7	4%
CCOC(=O)c1c(NC(=O)Nc2ccc(F)cc2)sc(C(=O)N(C)C)c1C	8%	-9%	-13%	·	·	·	-14	·
O=C(NC(=S)NCC1CCCO1)c1cccc([N+](=O)[O-])c1 (stereo unspecified)	29%	·	27%	-13	-4%	-3%	-6	2%
COc1ccccc1C(=O)NC(=O)COC(=O)CN1C(=O)NC2(CCCCC2C)C1=O (stereo unspecified)	-11%	24%	-5%	5	0%	0%	6	8%
